BRCT inh red: disrupts BRCA1 BRCT binding to phosphoprotein, red fluorophore readout; Potency, µM (top dose mostly 76.9 µM), for inactives: top-dose activity change, negative = inhibition, most hits filed as inhibitors; BRCT-phosphopeptide binding, red fluorescence polarization; 75,000 tested, 0.03% active; P38398; further: on the % scale 0 is the no-effect control and ±100 the full control effect
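Rhodamine-labelled pBACH1 10-mer (100 nM) bound to BRCT domain (100 nM) at pH 7.3; compounds incubated 12 min room temperature, polarization read. Free peptide defines full inhibition; unlabelled decapeptide titrated as control.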
HEK293 cAMP cs: counter-screen for TSHR agonists: cAMP increase in parental HEK293 | parental HEK293 CNG cAMP sensor, membrane potential fluorescence | Potency, µM (titrated, usually from 57.1 µM), for inactives: at the top dose activation, most hits filed as activators | 73,000 tested, 2.5% active; further: potency means the concentration at half of the fitted maximal effect; % of control where 0% means no effect; nearly all actives have a fitted effect of over 55% in size
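Counterscreen for endogenous-receptor signalling: CNG-channel HEK 293 cells report cAMP rise by membrane depolarization. After 60 min dye equilibration with 100 uM RO 20-1724, compounds incubated 30 min before bottom-read fluorescence at 590 nm.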
UbGFP stabilizer: inhibits proteasome, raising ubiquitin-GFP reporter fluorescence. AID 526. 67,000 tested, under 10 active. Ubiquitin-GFP reporter cells, proteasome inhibition, GFP fluorescence; response scale: untreated = 0%, 10 µM MG-132 = 100%. Potency, µM (titrated, usually from 45.9 µM), inactives show at the highest dose activation (GFP accumulation), most hits filed as activators; active means well fitted activation curve with a large enough effect, not every such curve was filed as active; inconclusive means small, poorly fitted or top-dose-only effect, or another doubt; inactive means no such curve, though single readings can be large or run the other way; further: potency means the concentration at half of the fitted maximal effect
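U2OS cells stably expressing ubiquitin(G76V)-GFP, seeded overnight in 0.5% FBS medium, were exposed to compounds (qHTS, 46 uM to 2.9 nM) for 4 hr at 37 °C. GFP-positive cells were counted by laser cytometry (488 ex/515 em), normalized between basal and 10 uM MG-132.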
Caspase-1 inhib: allosteric or competitive inhibitors of human caspase-1; AID 900; Potency, µM (series often up to 57.5 µM), for inactives: at the highest dose activity change, negative = inhibition, hits mostly inhibitors; Caspase-1 enzyme, Ac-WEHD-AFC fluorogenic rate; 75,000 tested, 0.03% active; P29466;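 further: potency means the concentration at half of the fitted maximal effect; plate controls were vehicle for no effect and no substrate for full effect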
Target sequence (P29466 120-297 limits assumed): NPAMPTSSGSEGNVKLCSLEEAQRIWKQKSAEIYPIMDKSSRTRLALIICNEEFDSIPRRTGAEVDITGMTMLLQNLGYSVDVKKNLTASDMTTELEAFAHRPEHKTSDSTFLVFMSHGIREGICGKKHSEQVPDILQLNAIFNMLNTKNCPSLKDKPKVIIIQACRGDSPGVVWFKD
Target sequence (P29466 317-404 limits assumed): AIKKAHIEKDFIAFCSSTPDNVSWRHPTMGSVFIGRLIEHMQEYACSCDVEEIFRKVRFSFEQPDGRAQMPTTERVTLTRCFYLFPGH
Casp7 inh: caspase-7 (human) inhibition, allosteric or competitive | P55210 | recombinant caspase-7, Ac-DEVD-AFC fluorescence rate | Potency, µM (top dose mostly 57.5 µM), for inactives: at the top dose activity change, negative = inhibition, most hits filed as inhibitors | 75,000 tested, 0.02% active; active means well fitted inhibition curve with a large enough effect in the main read-out, with a control signal flat, not every such curve was filed as active; inconclusive means small, poorly fitted or top-dose-only effect, or a change in a side signal; further: potency means the concentration at half of the fitted maximal effect; % of control where 0% means no effect
Target sequence (P55210 24-198 limits assumed): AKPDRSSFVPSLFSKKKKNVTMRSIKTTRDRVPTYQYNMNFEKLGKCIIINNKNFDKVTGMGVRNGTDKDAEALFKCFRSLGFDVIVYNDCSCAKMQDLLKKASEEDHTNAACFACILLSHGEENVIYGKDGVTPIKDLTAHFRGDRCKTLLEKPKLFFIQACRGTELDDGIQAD
Target sequence (P55210 207-303 limits assumed): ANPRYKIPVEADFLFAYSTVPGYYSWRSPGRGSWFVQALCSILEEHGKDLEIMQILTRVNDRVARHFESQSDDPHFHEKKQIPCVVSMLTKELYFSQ
A350 fluor: compound fluoresces in the Alexa 350 spectral region; Compound autofluorescence, 340/450 nm, Alexa 350 dye-equivalents; active compounds read high; max dye-equivalent concentration, M; 59,000 tested, 11% active; AID 590; in the data active means max dye-equivalent concentration above about 10 nM; inconclusive means mostly about 1.1 nM to 9.6 nM
Fluorescein fluor: compound autofluorescence in fluorescein spectral region; max fluorescein-equivalent concentration, M; 59,000 tested, 0.91% active; Compound autofluorescence, 480/540 nm, fluorescein-equivalent; active compounds read high; in the data active means max fluorescein-equivalent concentration above about 10 nM; inconclusive means between about 1.1 nM and that limit
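Tris 100 mM pH 8.0; 15 min RT; CCD read, ex 480/em 540 nm. Output: fluorescein-equivalent concentration per compound concentration, from six-point dye series on each plate.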
GFP derepression: epigenetic modulators derepressing GFP locus in mouse cells. Potency, µM (series often up to 46.1 µM), without a hit: at the highest dose GFP derepression (activation). 68,000 tested, 0.09% active. mouse C127i GFP locus derepression, cytometry, 30 h; further: % of control where 0% means no effect
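Derepression screen: silenced CMV-GFP reporter in murine C127i cells, 30 h compound incubation at 37 C, washed cells imaged by laser-scanning cytometer to enumerate GFP-expressing objects of 20 to 120 um.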
4-MU autofl: compound fluoresces in the 4-MU spectral region; compound autofluorescence, 340/450 nm, 4-MU equivalents; active compounds read high; max dye-equivalent concentration, M; 59,000 tested, 11% active; AID 589; in the data active means max dye-equivalent concentration above about 10 nM; inconclusive means mostly about 1.1 nM to 9.6 nM
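Intrinsic fluorescence at 340/450 nm (ex/em) was read after 15 min at room temperature in pH 8.0, 100 mM Tris. Each compound concentration expressed as 4-MU-equivalent concentration from a six-point 4-MU standard series on each plate.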
BRCT inh green: blocks human BRCA1 BRCT binding to phosphopeptide, green readout. P38398. BRCA1 BRCT-phosphopeptide binding, green fluorescence polarization. Potency, µM (doses to about 76.9 µM), without a hit: top-dose activity change, negative = inhibition, actives largely listed as inhibitors. 75,000 tested, 0.05% active. AID 875;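 further: potency means the concentration at half of the fitted maximal effect; plate controls were peptide without protein for full effect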
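Compounds were incubated for 12 min at room temperature with a complex of 100 nM fluorescein-tagged pBACH1 decapeptide and 250 nM His-tagged BRCT protein. Buffer was phosphate pH 7.3 with EDTA, DTT and Tween 20. Disruption of binding lowers the polarization signal.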
USP2a inh: inhibitors of human ubiquitin-specific protease USP2a; 60,000 tested, 0.1% active; USP2a enzymatic assay, qHTS inhibition; Potency, µM (top dose mostly 38.3 µM), without a hit: top-dose activity change, negative = inhibition, most hits filed as inhibitors; AID 927;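 further: potency means the concentration at half of the fitted maximal effect; nearly all actives have a fitted effect of over 60% in size; plate controls were DMSO for no effect and NEM full inhibition control for full effect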
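Inhibition is measured in a cell-free coupled assay with 20 nM USP2 core, 20 nM Ub-PLA2 and 20 uM NBD C6-HPC, 2.5 h incubation. Activity normalized to NEM control.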
Active calls of the source: *; i = inactive; u = inconclusive; x = not tested or not shown; ! = repeats disagree; [ ] = remark or other dose. Unless noted, the call rests on the fitted dose curve; in most records, active means well fitted curve in the direction sought with a large enough effect; inconclusive means small, poorly fitted or top-dose-only effect, or another doubt; inactive means no such curve, though single readings can be large; an effect the other way counts as inactive or inconclusive. These rows are one share of the data, so the mix of outcomes need not match the whole.

SMILES	BRCT inh red	HEK293 cAMP cs	UbGFP stabilizer	Caspase-1 inhib	Casp7 inh	A350 fluor	Fluorescein fluor	GFP derepression	4-MU autofl	BRCT inh green	USP2a inh
NC[C@@H](CC(=O)O)c1ccc(Cl)cc1	-0.8%	u	-9%	-2%	2%	1.6e-08M*!	u	0%	1.2e-08M*!	-2.8%	-13%[17.1 µM]
Cc1cc(OCC(=O)Nc2cc(C)nn2-c2ccccn2)c2c3c(c(=O)oc2c1)CCC3	-0.3%	3%	-1%	-2%	0%	u	u	-2%	u	-0.7%	2%
COC(=O)c1ccc(CN2CCN(Cc3ccccc3)CC2)cc1	-0.3%	10%	-9%	-2%	-2%	x	x	0%	x	-1.5%	2%
O=C(COc1ccccc1)N1CCN(Cc2c[nH]c3ccccc23)CC1	-0.8%	13%	-1%	0%	-1%	x	x	-2%	x	-1.0%	21%
O=c1[nH]c(=O)n(C2CCCCC2)c(O)c1C1NCCc2ccccc21 (configuration not stated)	-0.6%	11%	6%	-2%	-1%	i	u	0%	i	-1.1%	12%
COc1ccc(CCNCc2ccccn2)cc1OC	1.1%	-12%	7%	0%	-5%	i	u	-3%	i	1.3%	2%
CCCN1CCO[C@@H]2c3cc(O)ccc3OC[C@@H]21	1.0%	1%	-4%	-1%	0%	x	x	0%	x	-4.2%	x
c1cc2c(cc1C1OC[C@@H]3C(c4ccc5c(c4)OCO5)OCC13)OCO2 (some centres not stated)	-3.6%	x	x	2%	-1%	x	x	x	x	-3.5%	-22%
COc1ccc(CN2CCN(c3ccccc3)CC2)c(C)c1C	2.3%	-4%	x	-3%	-2%	x	x	x	x	-2.1%	x
O=C(O)CCC1NCC2CC1CN1CCCCC21 (configuration not stated)	-0.8%	x	x	-1%	0%	x	x	x	x	1.1%	10%
c1ccc(N2CC[C@@]3(CCCNC3)C2)nc1	-0.5%	29%	-6%	-2%	-1%	i	i	-6%[9.22 µM]	i	-1.4%	25%
CN1[C@@H]2CC[C@H]1CC(OC(c1ccc(F)cc1)c1ccc(F)cc1)C2 (some centres not stated)	-2.6%	32µM*	3%	-4%	1%	x	x	-1%	x	-0.6%	x
CCC(=O)N1c2ccc(S(=O)(=O)CCC(=O)N3CCC4(CC3)OCCO4)cc2CC1C (configuration not stated)	-1.8%	-1%	10%	-1%	0%	i	i	0%	i	-0.5%	5%
Cc1nn(-c2ccccc2)c(Cl)c1C1C(C#N)=C(N)Oc2c1c(=O)oc1ccccc21 (configuration not stated)	1.2%	11%	-2%	-7%	-2%	i	i	2%	i	0.5%	7%
c1cnc(N2CCCC3(CCNCC3)C2)nc1	-0.9%	9%	1%	-2%	-1%	i	i	0%[9.22 µM]	i	-2.3%	10%
c1nc(N2CC2)c2cnn([C@@H]3CCCCO3)c2n1	1.4%[15.4 µM]	10%[11.4 µM]	0%[9.17 µM]	1%[11.5 µM]	-1%[11.5 µM]	u	i	2%[9.22 µM]	i	0.1%[15.4 µM]	x
O=C(Cc1ccccc1)Oc1cccc(N2C(=O)CCC2=O)c1	-1.5%	3%	9%	0%	2%	x	x	0%	x	-1.2%	4%
COc1ccc(OCC(=O)N2CCN(Cc3c[nH]c4ccccc34)CC2)cc1	-1.0%	17%	3%	1%	1%	i	i	-3%	i	2.2%	24%
CC(C)C(OC(=O)c1ccco1)C(=O)NCc1ccco1 (configuration not stated)	-1.1%	7%	5%	-1%	-1%	i	u	-3%	i	0.7%	30%[activator]
CC(C)[C@@H](Br)C(=O)NCC(=O)O	-0.8%[15.4 µM]	18%[11.4 µM]	-5%[9.17 µM]	-9%[11.5 µM]	0%[11.5 µM]	i	i	0%[9.22 µM]	i	-1.6%[15.4 µM]	x
CC(=NCCCn1ccnc1)c1c(O)n(C)c(=O)n(C)c1=O	-0.1%	0%	-3%	-2%	-2%	i	u	2%	i	-1.9%	-7%
CCOC(=O)C1=C(N)Oc2cc(C)oc(=O)c2C12C(=O)N1c3c(cccc32)C(C)CC1(C)C (configuration not stated)	2.4%	12%	-2%	-4%	5%	i	i	0%	i	-1.4%	17%
CC(C)CCNC(=O)c1c(N)n(CC2CCCO2)c2nc3ccccc3nc12 (configuration not stated)	-0.7%	-50%[inhibitor]	0%	-2%	-1%	i	i	3%	i	-0.5%	u
O=C(O)C12C3CCCC1C32c1ccccc1 (configuration not stated)	-0.9%	2%	-9%	-1%	0%	x	x	1%	x	-0.1%	-5%
Oc1cc(Cl)c(Cl)cc1Cl	-0.2%	14%	x	1%	1%	x	x	x	x	0.8%	x
CCN(CC)c1ccc(CC2C(=O)N(C)C(=O)N(C)C2=O)cc1	9.5%	-4%	6%	-3%	-8%	x	x	0%	x	3.1%	14%
C=CCSC1=N/C(=C\c2cc(OC)c3c(c2)OCO3)C(=O)S1	0.5%	u	19%	u	u	x	x	0%	x	-1.0%	28%
C/C=C1\C[C@H](C)[C@@](O)(CO)C(=O)OCC2=CCN3CC[C@@H](OC1=O)[C@@H]23	0.1%[34.4 µM]	-1%[25.6 µM]	13%[20.5 µM]	0%[25.7 µM]	1%[25.7 µM]	u	u	-1%[20.6 µM]	i	-0.9%[34.4 µM]	-3%[17.1 µM]
CCOC(=O)C1OC1(C)c1ccccc1 (configuration not stated)	0.2%	9%	x	-5%	1%	x	x	x	x	-0.6%	x
O=[N+]([O-])c1ccccc1	-0.9%	-11%	x	-2%	0%	x	x	x	x	-2.9%	x
CC(C)c1ccc(O)c(CN2CCN(c3ccccc3)CC2)c1	0.6%	u	2%	0%	-4%	i	u	-1%	i	-0.5%	-18%
CN1CCN(CCC(C#N)(c2ccccc2)c2ccccc2)CC1	-0.6%	1%	x	0%	2%	x	x	x	x	5.3%	x
COc1cc(C2c3cc4c(c(O)c3CC3COC(=O)C32)OCO4)cc(OC)c1OC (configuration not stated)	0.9%	x	x	2%	-1%	x	x	x	x	-0.1%	5%
C[C@H]1CC[C@]2(NC1)O[C@@H]1C[C@@H]3[C@@H]4CC=C5C[C@H](O)CC[C@@]5(C)[C@H]4CC[C@@]3(C)[C@H]1[C@@H]2C	x	-3%	4%	x	x	i	i	-2%[9.22 µM]	i	x	x
Cc1cccc(-n2c(O)c(C=NCCCN3CCOCC3)c(=O)[nH]c2=O)c1C	0.2%	10%	2%	0%	4%	i	i	11%	i	0.5%	18%
c1ccc2c([C@@H]3CCN(CCN4CCOCC4)C3)c[nH]c2c1	-1.1%[15.4 µM]	5%[11.4 µM]	-8%[9.17 µM]	2%[11.5 µM]	0%[11.5 µM]	u	u	-1%[9.22 µM]	u	-2.6%[15.4 µM]	x
CCOC(=O)c1ncn2c1CN(C)C(=O)c1cc(N=[N+]=[N-])ccc1-2	0.0%	-4%	x	-1%	1%	x	x	x	x	-2.1%	x
c1cncc(CNCCN2CCNCC2)c1	-0.3%[15.4 µM]	0%[11.4 µM]	-3%[9.17 µM]	6%[11.5 µM]	0%[11.5 µM]	i	i	2%[9.22 µM]	i	-0.6%[15.4 µM]	x
Cc1ccc2cccc(OC(=O)N3CCCC3)c2n1	-1.0%	1%	0%	-1%	1%	i	u	0%	i	-0.8%	-2%
Cc1ccc2c(c1)C(c1ccccc1)NCC(=O)N2 (configuration not stated)	-1.0%	7%	2%	-1%	0%	i	i	-1%	i	0.9%	2%
C[C@]12CCC3C(CC[C@]4(O)CC(O)CC[C@@]34C=O)[C@]1(O)CCC2C1=CC(=O)OC1 (some centres not stated)	0.4%	x	x	2%	-2%	x	x	x	x	3.5%[3.08 µM]	13%
CCCC1(CCC)C(=O)NC(=NCc2ccccc2)NC1=O	-0.7%	9%	1%	1%	1%	i	u	-1%	i	-3.9%	-2%
C=C(CC1(C(C)NP(=O)(c2ccccc2)c2ccccc2)CC1)c1ccccc1 (configuration not stated)	-2.7%	16µM*	x	-5%	-8%	x	x	x	x	-2.4%	x

Molecules above that contain sulfur, in the order listed:
SMILES	BRCT inh red	HEK293 cAMP cs	UbGFP stabilizer	Caspase-1 inhib	Casp7 inh	A350 fluor	Fluorescein fluor	GFP derepression	4-MU autofl	BRCT inh green	USP2a inh
CCC(=O)N1c2ccc(S(=O)(=O)CCC(=O)N3CCC4(CC3)OCCO4)cc2CC1C (configuration not stated)	-1.8%	-1%	10%	-1%	0%	i	i	0%	i	-0.5%	5%
C=CCSC1=N/C(=C\c2cc(OC)c3c(c2)OCO3)C(=O)S1	0.5%	u	19%	u	u	x	x	0%	x	-1.0%	28%

Entries from the list above with a cyano group (two):
SMILES	BRCT inh red	HEK293 cAMP cs	UbGFP stabilizer	Caspase-1 inhib	Casp7 inh	A350 fluor	Fluorescein fluor	GFP derepression	4-MU autofl	BRCT inh green	USP2a inh
Cc1nn(-c2ccccc2)c(Cl)c1C1C(C#N)=C(N)Oc2c1c(=O)oc1ccccc21 (configuration not stated)	1.2%	11%	-2%	-7%	-2%	i	i	2%	i	0.5%	7%
CN1CCN(CCC(C#N)(c2ccccc2)c2ccccc2)CC1	-0.6%	1%	x	0%	2%	x	x	x	x	5.3%	x

Screening results from PubChem BioAssay.
